Assay outcomes deposited in PubChem BioAssay by National Center for Advancing Translational Sciences (NCATS).
HP1b chromo inh: HTS for Inhibitors of HP1-beta Chromodomain Interactions with Methylated Histone Tails; Chromobox protein homolog 1 (Homo sapiens), P83916; AlphaScreen HP1-beta / biotin-H3K9me3 peptide binding; Potency, µM (highest dose often 114 µM), inactives show at the top dose activity change, negative = inhibition, actives largely listed as inhibitors; 390,000 tested, 0.56% active; note: potency is the fitted concentration of half-maximal effect; nearly all actives have a fitted effect of over 70% in size; inactives centre near 23
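Compound inhibition of the preformed complex between 50 nM HP1-beta and 50 nM biotinylated H3K9me3 peptide was read by AlphaScreen. Buffer was PBS pH 7.4 with 0.01% Tween-20. Incubations ran 30 min at room temperature, with 10 ug/mL donor/acceptor beads.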
JMJD2A Tudor: qHTS Assay for Inhibitors of JMJD2A-Tudor Domain; Lysine-specific demethylase 4A (Homo sapiens), O75164; 390,000 tested, 4.4% active; Potency, µM (top dose mostly 114 µM), for the others: at the highest dose activity change, negative = inhibition, hits mostly inhibitors; AlphaScreen JMJD2A-Tudor / H3K4me3 peptide binding; AID 504339, 2011; note: potency is the fitted concentration of half-maximal effect; % is set by controls: 0 for no effect and ±100 for the full control effect; nearly all actives have a fitted effect of over 50% in size
BAZ2B block: qHTS Assay for Inhibitors of BAZ2B; 360,000 tested, 4.4% active; AlphaScreen BAZ2B-H3K14Ac peptide displacement; Potency, µM (doses to about 114 µM), without a hit: at the top dose activity change, negative = inhibition, hits mostly inhibitors; AID 504333, 2011; Bromodomain adjacent to zinc finger domain protein 2B (Homo sapiens), Q9UIF8; note: potency is the fitted concentration of half-maximal effect; % is set by controls: 0 for no effect and ±100 for the full control effect; nearly all actives have a fitted effect of over 60% in size
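Multi-concentration screen (max 110 uM) measuring displacement of acetylated histone H3 peptide from BAZ2B by AlphaScreen, using 50 nM protein, 50 nM peptide and 10 ug/mL streptavidin donor plus Ni-chelate acceptor beads.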
Pin1 inhibitor: qHTS Assay to Find Inhibitors of Pin1. 390,000 tested, 0.009% active. Pin1 FP peptide displacement, HiFluor488, 10 min. Potency, µM (top dose mostly 115 µM), without a hit: at the highest dose activity, negative = inhibition, hits mostly inhibitors; active = well fitted inhibition curve with a large enough effect in the polarisation, with a control signal flat, not every such curve was filed as active; inconclusive = small, poorly fitted or top-dose-only effect, or effect the other way, or a change in a side signal; inactive = no such curve, though single readings can be large or run the other way; the % refers to the polarisation; note: potency is the fitted concentration of half-maximal effect; % is set by controls: 0 for no effect and ±100 for the full control effect
PGK inhibitor: qHTS Assay to Find Inhibitors of Phosphoglycerate Kinase | PGK/GAPDH coupled, Kinase-Glo luminescence, 60 min | Potency, µM (top dose mostly 57.5 µM), for inactives: at the highest dose activity change, negative = inhibition, most hits filed as inhibitors | 380,000 tested, 0.043% active | AID 602233, 2012; note: potency is the fitted concentration of half-maximal effect; % is set by controls: 0 for no effect and ±100 for the full control effect; nearly all actives have a fitted effect of over 60% in size
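Recombinant glycosomal PGK reaction used 1,3-bisphosphoglycerate generated in-well by GAPDH (100nM final) in 100mM TEA pH 7.6, 5mM MgCl2, 0.01% Tween-20. After 60 minutes at room temperature, ATP was read by Kinase-Glo Plus luminescence end-point.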
PI4K2A block: qHTS for small molecular inhibitors of PI4K2A; Phosphatidylinositol 4-kinase type 2-alpha (Homo sapiens), Q9BTU6; purified PI4K2A, ADP-Glo luminescence, 1 h; hits give low values; activity change, negative = inhibition, % at 76.9 µM; 420,000 tested, 0.13% active; in the data active = activity change below about -50%; inconclusive = mostly about -30% to -49%;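 note: -100% = wells without enzyme as full effect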
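ADP-Glo luminescence measured ADP generated by PI4K2A enzyme (4 ug/mL before mixing) with 1.2 mM PI substrate (pre-mix) and 300 microM ATP (pre-mix). Tris pH7.5 buffer with MgCl2, Triton X-100; 1 h reaction at ambient temperature.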
G9a block: qHTS Assay for Inhibitors of Histone Lysine Methyltransferase G9a. Histone-lysine N-methyltransferase EHMT2 (Homo sapiens), Q96KQ7. G9a H3K9 monomethylation, AlphaScreen, 2 h. Potency, µM (titrated, usually from 102 µM), for the others: at the top dose activity, negative = inhibition, actives largely listed as inhibitors. 350,000 tested, 8.8% active. AID 504332, 2011; note: potency is the fitted concentration of half-maximal effect; % is set by controls: 0 for no effect and ±100 for the full control effect; nearly all actives have a fitted effect of over 75% in size
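Readings reflect AlphaScreen signal from monomethyl-H3K9 antibody detection. HMT at 20 nM; substrate b-H3K9 500 nM; cofactor SAM 20 uM; 2 h RT reaction; compounds tested as titrations in qHTS with 15 min preincubation.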
GLS inh: qHTS for Inhibitors of Glutaminase (GLS); GLS enzymatic activity, qHTS titration; Potency, µM (series often up to 45.5 µM), for the others: at the top dose activity change, negative = inhibition, actives largely listed as inhibitors; 410,000 tested, 0.21% active; AID 624170, 2012; note: potency is the fitted concentration of half-maximal effect; % is set by controls: 0 for no effect and ±100 for the full control effect
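Read-out is an Amplex red fluorescence increase coupled through glutamate oxidase and HRP, measured before and after 30 min room-temperature incubation. hKGA is in 45 mM KH2PO4 (pH 8.2) with 0.02% Tween-20; glutamine added as 1mM solution.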
ERG-DNA inh: qHTS for Small Molecule Inhibitors of the ERG Ets/DNA interaction; AID 624246, 2012; fluorescence polarization, His-ERG Ets domain / labelled DNA; Potency, µM (series often up to 76.9 µM), for inactives: at the top dose FP activity, negative = inhibition, usual class: inhibitors; 370,000 tested, 0.028% active; active = well fitted inhibition curve with a large enough effect in the polarisation, with a control signal flat; inconclusive = small, poorly fitted or top-dose-only effect, or effect the other way, or a change in a side signal; inactive = no such curve, though single readings can be large or run the other way; the % refers to the polarisation;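 note: polarization taken with two DNA probes labelled with fluorescein and Texas red; potency is the fitted concentration of half-maximal effect; % of control where 0% means no effect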
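His-tagged ERG Ets domain (1 uM in the protein solution; 300mM KCl, 50mM Tris-HCl, 1mM EDTA, 1mM DTT, pH 7.5) received compound, then a probe mix of 5 nM fluorescein-DNA and 100nM Texas-615-DNA. Fluorescence polarization was read for both dyes.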
* marks the source's active call; other numbers are inactive results; i = inactive; ? = inconclusive; · = not tested or not shown; [ ] = remark or other dose. Unless noted, calls come from the whole dose curve; as a rule, active = well fitted curve in the direction sought with a large enough effect; inconclusive = small, poorly fitted or top-dose-only effect, or another doubt; inactive = no such curve, though single readings can be large; an effect the other way counts as inactive or inconclusive. The order is random, and some 11% of all compounds hit somewhere here.

SMILES	HP1b chromo inh	JMJD2A Tudor	BAZ2B block	Pin1 inhibitor	PGK inhibitor	PI4K2A block	G9a block	GLS inh	ERG-DNA inh
COc1cc2cc(C)nc(Cc3cccc4ccccc34)c2cc1OC	64%[activator]	-16%	-9%	?	10%	-4	-82%[59 µM]	5%	8%
Cc1ccc(CCNC(=O)c2sc3nc4n(c(=O)c3c2C)CCCC4)cc1	12%	-20%	?	1%	4%	-1	-39%[59 µM]	0%	-9%
COc1ccc(CCC(=O)OCC(=O)c2c(N)n(CC(C)C)c(=O)n(C)c2=O)cc1	10%	-14%	?	0%	-1%	-2	79µM*	5%	6%
Cc1cccc(OCCOC(=O)Nc2ccccc2)c1	59%[activator]	12%	50%[activator]	-10%	-2%	-3	-5%[59 µM]	0%	0%
Cc1cc(C(=O)CN2CCN(CC(=O)Nc3cccc(F)c3)CC2)c(C)n1C1CC1	-7%	-26%	?	1%	i	-3	-9%[2.33 µM]	9%	-18%
Cc1cccc(Nc2nc3c(S(=O)(=O)c4ccccc4)nnn3c3ccccc23)c1C	28%	-7%	2%	2%	-4%	6	-5%[59 µM]	6%	-12%
CCOC(=O)C1=C(C)OC(N)=C(C#N)C1c1cc(C)sc1C (centres undefined)	29%	-11%	-26%	-6%	i	1	·	-2%	-7%
Cc1ccccc1Nc1nc(N)nc(CSc2nnc3sc4ccccc4n23)n1	52%[activator]	-12%	-34%	10%	5%	-17	?	·	13%
O=C(Nc1cccc(S(=O)(=O)Nc2ccc(Cl)cc2)c1)c1cc2c(s1)CCCC2	16%	-11%	-20%	7%	i	-5	?	2%	5%
CCOC(=O)Cn1c(COc2ccccc2OC)[n+](C)c2ccccc21	48%[activator]	-1%	·	0%	-9%	-2	·	-7%	7%
COC(=O)C1C(=O)NCC1c1ccc(C)cc1 (centres undefined)	8%	-10%	-5%	6%	-2%	-1	26%	2%	-1%
CCOC(=O)C1=C(O)/C(=C/c2cc(C)n(-c3ccccc3)c2C)N=C1C	-7%	?	?	?	1%	-9	50µM*	5%	3%[15.4 µM]
COCC(C)NC(C(=O)Nc1ccc(C)c(Cl)c1)c1ccccc1 (centres undefined)	32%[activator]	44%[activator]	-6%	6%	4%	8	4%[59 µM]	-1%	-1%
O=c1c2cc3c(cc2n(Cc2ccccc2)c(=O)n1Cc1nc(-c2ccccc2)no1)OCO3	50%[activator]	3%	2%	-3%	-9%	-9	1%[59 µM]	1%	1%
O=C(NC(=S)NCc1ccco1)c1ccc([N+](=O)[O-])cc1	-36%	?	·	0%	-9%	5	·	-16%	7%
COc1ccc(C(=O)Oc2cc(/C=N/NC(N)=S)ccc2OC)cc1	-2%	-34%	?	4%	-5%	2	13%	9%	-5%
CCc1noc(C)c1C(=O)N1CCOCC1	14%	-6%	-1%	-1%	1%	?	-10%[59 µM]	5%	-13%
COc1ccc(NC(=O)C2(S(=O)(=O)c3ccc(C)cc3)CC2)cc1	6%	-1%	12%	-9%	-8%	-2	44%[activator]	-13%	0%
CC(=O)Nc1ccc(Oc2nc(C(F)(F)F)nc3ccccc23)cc1	29%	-2%	6%	3%	-3%	-1	-10%	5%	-8%
Cc1cc(NC(=O)c2cc(CC(C)C)on2)no1	32%	-8%	-3%	2%	-1%	-6	-6%[59 µM]	0%	6%
O=[N+]([O-])c1cc(/C=N/N/C(=N/c2ccccn2)c2ccccn2)ccc1O	-7%	79µM*	32µM*	7%	5%	-7	50µM*	0%	5%
Cc1nc(NC(=O)COC(=O)/C=C/c2ccco2)c(Cl)cc1Cl	22%	-22%	-31%	-26%	-15%	-8	7%[12.7 µM]	-14%	0%
COc1cc(OC)cc(C(=O)Nc2c(C(=O)Nc3ccc(F)cc3)oc3ccccc23)c1	35%	-3%	0%	-4%	8%	-3	-22%[59 µM]	5%	-2%
Nc1nc(N)n(-c2ccccc2)c(=Nc2ccccc2)n1	36%	0%	0%	-3%	1%	4	-9%	-9%	-1%
CC(C)(C)OC(=O)Nc1ccc([C@H](NC(=O)OC(C)(C)C)C(=O)OC(C)(C)C)cc1	22%	-18%	12%	-1%	-10%	2	3%[0.501 µM]	-5%	5%

Going on with the list:
SMILES	HP1b chromo inh	JMJD2A Tudor	BAZ2B block	Pin1 inhibitor	PGK inhibitor	PI4K2A block	G9a block	GLS inh	ERG-DNA inh
Cc1cc(C(=O)Nc2ccc(S(=O)(=O)N3CCOCC3)cc2)c(C)o1	7%	-19%	-28%	1%	-5%	-4	-38%	-12%	10%
COC(=O)[C@H](C)NC(=O)NCc1ccc(F)cc1	16%	-7%	12%	31%	·	8	3%[12.7 µM]	-2%	-7%
CCOCCCn1c(=S)[nH]c2cc(C(=O)N3CCN(C4CCCCC4)CC3)ccc2c1=O	51%[activator]	-7%	-23%	12%	-1%	7	-16%	-4%	-1%
COc1cc(CCNC(=O)CCCn2c(=O)c3cccn3c3cccnc32)cc(OC)c1OC	35%	-2%	-4%[57.1 µM]	-2%	9%	-1	12%	0%	-3%
CN(C)CCNC(=O)c1sc2nc(-c3ccccc3)cc(C(F)(F)F)c2c1N	24%	-28%	?	21%	11%	9	?	18%	-6%
O=C(c1ccc(-c2ccc([N+](=O)[O-])cc2)o1)N1CCCCCCC1	?	56µM*	40µM*	4%	5%	-8	-4%[12.7 µM]	6%	3%
CC1CCCCN1C(=O)Cn1c(=O)n(C2CCCCC2)c(=O)c2ccccc21 (centres undefined)	27%	3%	-3%	0%	-6%	2	0%[12.7 µM]	7%	4%
Cc1nc(CCNC(=O)c2cc(COc3ccc(F)cc3Cl)on2)sc1C	19%	-11%	-30%	6%	-2%	0	·	2%	-2%
COc1cccc(NC(=O)CSc2nc3ccccc3c3nc4ccccc4n23)c1	24%	-5%	-28%	5%	i	2	-14%[59 µM]	-7%	-2%
COCc1[nH][nH]c(=O)c1C=Nc1ccc(Oc2ccccc2)cc1	7%	-34%	-36%	0%	2%	1	-1%[12.7 µM]	-8%	10%
Cc1ccc(C(=O)N/C(=C/c2ccc(-c3cc(C(F)(F)F)ccc3Cl)o2)C(=O)NCc2cccnc2)cc1	19%	?	-31%	59%[activator]	-6%	-1	?	2%	·
Cc1ccnc(SCCn2c(N3CCN(C)CC3)nc3c2c(=O)n(C)c(=O)n3C)n1	35%	-7%	-11%	-4%	-3%	-8	-3%	-4%	1%
CC(c1ccccn1)N(C)C(=O)c1ccc2nc(Cc3ccccc3F)oc2c1 (centres undefined)	38%	-9%	-3%	-5%	-1%	-1	17%	-1%	-12%
Cc1[nH]c2ccccc2c1SCC(=O)N1CCN(c2ccccc2)CC1	19%	?	?	-7%	i	-7	-25%[59 µM]	27%	10%
CC(=O)c1cccc(NCC(=O)N2CCN(S(=O)(=O)c3ccccc3)CC2)c1	45%[activator]	2%	-4%	-5%	7%	-1	?	9%	7%
Cn1c(CC(=O)NNC(=O)c2cncc(Br)c2)nc2ccccc21	30%	-2%	·	1%	-3%	5	·	17%	-4%
C=CCSc1nc(C)c(CC(=O)OCCCC)c(=O)[nH]1	43%[activator]	-8%	11%	-7%	3%	5	-8%	-11%	4%
C=CCn1c(SCC(=O)c2c(C)[nH]c3ccccc23)nnc1-c1ccncc1	25%	2%[11.4 µM]	3%	5%	1%	-1	50µM*	-4%	-6%
COc1ccc(COCCN2CCN(S(=O)(=O)c3ccccc3)CCC2=O)cc1	16%	-27%	1%	-1%	-1%	0	27%[12.7 µM]	-5%	-25%
Cc1cc(C)c(S(=O)(=O)N2CCN(C(=O)c3c(C)noc3C)CC2)c(C)c1	20%	-15%	-3%	1%	-10%	6	11%[12.7 µM]	-5%	-1%
O=C(NC(Cc1ccccc1)C(=O)O)/C(=C\c1ccc(F)cc1)NC(=O)c1ccccc1 (centres undefined)	11%	-26%	-31%	-7%	-11%	-5	25%[0.501 µM]	?	6%
CCOC(=O)c1c(C)[nH]c(C2=NNC(=Nc3ccc(OCC)cc3)SC2)c1C	?	56µM*	50µM*	2%	-2%	-6	?	1%	-16%
Cc1ccc2[nH]c(=O)c(CN(Cc3cccs3)C(=S)NCC3CCCO3)cc2c1 (centres undefined)	11%	-9%	-23%	1%	-4%	-6	-28%	4%	-2%
CCn1c(COc2cccc(C)c2)nnc1SCC(=O)Nc1cccc(C(=O)OC)c1	12%	-21%	-20%	3%	9%	2	8%	3%	2%
CCn1cc(/C=C/C(=O)Nc2c(C)nn(Cc3ccccc3)c2C)cn1	26%	10%	11%	-10%	-2%	-3	-23%[59 µM]	1%	-3%
Cc1ccc2nc(Nc3nc(CSc4nc5ccccc5s4)cc(=O)[nH]3)nc(C)c2c1	34%	-1%	-3%	0%	-1%	0	21%[59 µM]	-6%	3%
